# Screening data as filed in PubChem BioAssay.
# HTRA1 inhibitor – HTRA1 serine protease inhibitors, primary screen, biochemical, fluorescence polarization, HTS; recombinant HTRA1, FP-rhodamine activity-based probe; inhibition, % at 5.96 µM; actives 0.5% (n = 340,000); AID 504803, 2011; in the data active means inhibition above about 36%;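 further: 0% = enzyme with DMSO and 100% = wells lacking enzyme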
# LEDGF integ inh – blockers of LEDGF/p75-dependent integrase strand transfer – biochemical, TR-FRET, high throughput, primary screen; actives 0.64% (n = 370,000); AID 743269, 2014; inhibition, % at 3.7 µM; TR-FRET IN-LEDGF/p75 DNA integration, Eu/Cy5; HIV-1 integrase (with human LEDGF/p75);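 active means inhibition above the screen-wide mean plus 3 SD, cut at about 13% in these data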;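 further: signal is the Cy5 over europium emission ratio at 671 and 618 nm; 0% = plate median of compound wells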
# TCR-CD3 inh – inhibitors of human TCR-CD3 interaction, primary screen, biochemical, fluorescence, TAMRA-labeled TCR probe. inhibition, % at 9.4 µM. actives 0.37% (n = 360,000). T-cell receptor (TCR); in the data active means inhibition above about 19%;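 further: recombinant mutant TCR 2C K166C tagged with TAMRA read by polarization; 0% = receptor in buffer alone and 100% = receptor with positive control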
# Rev-erbA mod – modulators of Rev-erb alpha DNA binding, primary screen, biochemical, FITC-DNA, fluorescence polarization, uHTS | Nuclear receptor subfamily 1 group D member 1 (Homo sapiens), P20393 | Rev-erbα–FITC-DNA binding, 90 min | activity, % at 10 µM | actives 0.79% (n = 370,000) | AID 1259318, 2017;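 active means activity above about 14%, limit read from the data; passing the limit was not always enough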;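 further: 0% = DMSO wells with 35 nM protein and 100% = DMSO wells with 750 nM protein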
# Target sequence (P20393 whole entry, looked up): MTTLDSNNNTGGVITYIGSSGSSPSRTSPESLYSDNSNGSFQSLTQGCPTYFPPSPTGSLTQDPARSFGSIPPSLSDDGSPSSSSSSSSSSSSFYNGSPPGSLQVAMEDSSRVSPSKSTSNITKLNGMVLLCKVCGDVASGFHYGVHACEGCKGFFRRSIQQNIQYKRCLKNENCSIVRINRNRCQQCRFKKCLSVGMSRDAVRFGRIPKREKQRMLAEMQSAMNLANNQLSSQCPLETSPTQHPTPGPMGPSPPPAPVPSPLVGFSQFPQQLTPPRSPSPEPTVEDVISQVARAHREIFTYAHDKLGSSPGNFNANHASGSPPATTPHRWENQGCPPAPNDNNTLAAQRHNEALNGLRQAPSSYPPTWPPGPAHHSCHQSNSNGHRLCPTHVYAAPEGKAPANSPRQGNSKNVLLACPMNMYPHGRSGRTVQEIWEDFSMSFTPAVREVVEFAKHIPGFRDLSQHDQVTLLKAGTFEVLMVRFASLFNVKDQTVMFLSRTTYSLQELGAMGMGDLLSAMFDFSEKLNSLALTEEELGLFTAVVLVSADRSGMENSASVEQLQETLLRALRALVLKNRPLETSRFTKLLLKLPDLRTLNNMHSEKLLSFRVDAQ
# TDP2 absorb – human TDP2 enzyme inhibitors, primary screen, biochemical, epi absorbance, recombinant enzyme. inhibition, % at 12.8 µM. Tyrosyl-DNA phosphodiesterase 2 (Homo sapiens), O95551. T5PNP hydrolysis, p-nitrophenol absorbance 415 nm. actives 0.34% (n = 370,000);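 active means inhibition above the mean of all tested compounds plus 3 SD, set per campaign, cut at about 25% in these data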;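 further: 0% = DMSO with enzyme and 100% = buffer with substrate but no TDP2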
#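 Assay system: recombinant human TDP2 / Reagent: T5PNP substrate at 5 mM, a TopII-DNA adduct mimic / Measured by: epi absorbance from released p-nitrophenol / Evaluation: % inhibition relative to enzyme-containing and enzyme-free wells / Control set: enzyme-free and DMSO wells / Replicates: each compound tested once, singlicate / Schedule: enzyme reaction with compound for 2 h at 37 °C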
# SIAE inh – human SIAE inhibitors, primary screen, biochemical, fluorescence polarization, FP-Rh probe, 1536-well HTS | Sialate O-acetylesterase (Homo sapiens), Q9HAT2 | SIAE FP-Rh probe binding | inhibition, % at 9.66 µM | actives 0.69% (n = 370,000) | AID 1053197, 2014;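 active means inhibition above a cutoff: mean of compounds within the control limits plus 3 SD of those, cut at about 17% in these data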;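 further: 0% = plate median of compound wells and 100% = probe without SIAE protein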
# PG9 Ab binder – binders of HIV-1 gp120 antibody PG9, primary screen, biochemical, TR-FRET | HIV-1 gp120 / PG9 antibody interaction | TR-FRET gp120-PG9 antibody binding | inhibition, % at 6.7 µM | actives 0.43% (n = 360,000) | AID 624416, 2012; in the data active means inhibition above about 8.5%
# mABHD4 FP – ABHD4 inhibitors, primary screen, biochemical, fluorescence polarization, mouse; actives 0.54% (n = 370,000); inhibition, % at 8.92 µM; AID 720543, 2013; (Lyso)-N-acylphosphatidylethanolamine lipase (Mus musculus), Q8VD66; purified mABHD4, FP-Rh probe fluorescence polarization;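 active means inhibition exceeding the mean over every tested compound plus 3 SD, cut at about 30% in these data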;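 further: 0% = plate median of compound wells and 100% = S159A mutant with DMSO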
#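 assay system = mABHD4 protein | compound dosing = single nominal dose of 8.92 µM, 0.89% DMSO final | read-out basis = percent inhibition of probe binding, normalized to plate controls | schedule = Enzyme–compound pre-incubation 45 min, then probe 60 min, both 25 °C | detection = fluorescence polarization, excitation 525 nm, emission 598 nm, BODIPY TMR filters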
# rCAG binder – binders of r(CAG) RNA repeats, primary screen, biochemical, fluorescence; actives 1.3% (n = 370,000); AID 651821, 2012; r(CAG) RNA repeat, TO-PRO-1 dye displacement fluorescence; inhibition, % at 3 µM;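 active means inhibition above the plate cutoff, the mean of all test compounds on that plate plus 3 SD, cut at about 35% in these data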;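 further: 0% = DMSO alone and 100% = 100 µM mitoxantrone as full dye displacement; higher means more dye released from RNA so lower well fluorescence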
# PRMT1 inh – PRMT1 methyltransferase inhibitors, primary screen, biochemical, fluorescence polarization | recombinant PRMT1, activity-based probe fluorescence polarization | actives 1.3% (n = 370,000) | inhibition, % at 2.79 µM | Protein arginine N-methyltransferase 1 (Homo sapiens), Q99873 | AID 652257, 2013;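 active means inhibition above about 21% made by adding two undisclosed values, limit read from the data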
# Target sequence (Q99873 whole entry, looked up): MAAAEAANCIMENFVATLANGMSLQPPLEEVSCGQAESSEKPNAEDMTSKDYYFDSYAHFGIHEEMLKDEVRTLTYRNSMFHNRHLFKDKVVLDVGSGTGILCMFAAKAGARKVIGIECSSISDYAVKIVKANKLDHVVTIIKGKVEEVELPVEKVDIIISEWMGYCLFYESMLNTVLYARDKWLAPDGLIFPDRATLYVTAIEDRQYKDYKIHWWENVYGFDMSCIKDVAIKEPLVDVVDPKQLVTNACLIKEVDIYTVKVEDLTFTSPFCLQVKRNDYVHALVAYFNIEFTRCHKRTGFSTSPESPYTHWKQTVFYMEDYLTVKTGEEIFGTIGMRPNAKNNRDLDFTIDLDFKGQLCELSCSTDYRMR
# * marks the source's active call; other numbers are inactive results; . = not tested or not shown.
SMILES,HTRA1 inhibitor,LEDGF integ inh,TCR-CD3 inh,Rev-erbA mod,TDP2 absorb,SIAE inh,PG9 Ab binder,mABHD4 FP,rCAG binder,PRMT1 inh
O=C(C1CCCN(S(=O)(=O)c2ccccc2[N+](=O)[O-])C1)N1CCCC1 (stereo not given),7.9,0.2,4.5,-9.4,-2.8,11.3,-1.9,0.5,0.3,-1.2
COc1ccc(C2CC(c3ccc4ccccc4c3)=NN2C(=O)CNC2CCCCC2)cc1 (stereo not given),-61.8,0.4,5.1,3.3,5.1,6.8,0.2,14.6,9.8,-0.6
COc1ccc(NC(=O)Cc2nnc(SCC(=O)c3ccccc3)n2C)cc1,7.0,-4.7,-4.7,-3.7,2.2,-2.9,2.8,6.7,0.7,-0.6
Cn1c(N2CCC(C(N)=O)CC2)nc2c1c(=O)n(Cc1cccc(Br)c1)c(=O)n2C,-5.8,-2.2,-3.1,1.6,-2.7,0.9,-1.7,4.7,-3.0,-0.7
COc1cc(CC(=O)OCC(=O)c2ccc[nH]2)cc(OC)c1OC,-0.4,4.0,1.2,2.1,-6.1,-9.7,-1.0,0.3,4.3,-0.6
Cc1ccc(CNC(=O)CCS(=O)(=O)c2ccc(Br)cc2)cc1,3.4,-0.2,-6.0,-4.1,-4.2,0.3,0.0,-0.3,-2.2,2.8
Cc1ccc(C)c(OCC(=O)Nc2ccc(S(=O)(=O)Nc3onc(C)c3C)cc2)c1,-2.7,1.7,1.5,4.6,6.9,7.2,-2.5,-3.8,47.6*,0.1
COc1ccc(Cc2nc(-c3ccncc3)no2)cc1,-2.7,0.0,3.2,0.3,7.2,4.3,-0.5,-5.0,-0.6,-2.3
Cc1ccc(S(=O)(=O)Nc2ccccc2C(=O)N2CCCCC2C)c(C)c1NS(C)(=O)=O (stereo not given),4.4,-2.1,2.3,-3.1,-2.1,3.0,-3.3,5.6,1.7,-8.8
CC1SC(C)C(=O)N(CC(=O)NCc2ccc(F)cc2)C1=O (stereo not given),3.4,4.7,2.8,5.1,-1.5,-0.1,-2.0,1.7,-2.4,0.7
Cc1ccc(S(=O)(=O)N(C)CC(=O)N2CCN(C(=O)c3ccco3)CC2)cc1,1.3,-0.8,-0.7,2.5,4.1,-1.0,-0.6,-4.7,-3.0,-0.4
O=C(Nc1ccccc1C(=O)O)c1cccc(N2C(=O)c3ccccc3C2=O)c1,-0.8,-1.1,5.8,2.7,-0.4,-13.3,0.5,-0.1,35.0*,-1.7
O=C(Nc1ccc2c(c1)COC2=O)c1ccc(Cl)c(Cl)c1,-112.1,5.6,3.5,47.9*,-9.0,-217.3,6.7,-6.9,4.2,-9.1
C/C(=N\NC(=O)c1ccc(NS(=O)(=O)c2cccs2)cc1)c1ccc(O)cc1O,16.5,-1.8,19.3*,2.6,-8.6,0.0,1.7,4.4,27.4,3.9
COc1ccc(Cc2nnc(NC(=O)c3ccc(OC)c(OC)c3)s2)cc1OC,-4.8,0.8,-1.9,2.7,-4.2,-1.8,-0.3,-8.5,-1.1,-0.4
COc1ccc(S(=O)(=O)n2nc(C)c(S(=O)(=O)N3CCOCC3)c2C)cc1,-0.8,1.7,5.4,-3.0,3.7,4.9,1.2,-0.6,0.0,-0.8
Cc1ccc(N2C(=O)CC(C)(C)CC2=O)cc1Cl,4.3,-3.1,-2.9,9.6,3.1,-3.7,-1.4,1.1,-3.0,0.7
COc1ccc(CC(=O)Nc2ccc(-c3ccc4nnc(C)n4n3)cc2)cc1OC,-4.3,0.6,3.8,2.7,4.1,-8.2,-1.0,3.5,1.4,0.0
C/C(=N/N=C1\SCC(=O)N1c1ccccc1)c1ccc(C)cc1,.,-0.1,-3.3,-8.2,0.9,-4.3,0.1,3.5,0.6,1.9
COCCCNC(=O)CSc1nc2cc3c(cc2c(=O)n1CCCC(=O)NCc1ccc(OC)cc1)OCO3,3.6,-5.2,3.5,1.2,3.5,8.4,1.4,-3.1,-3.0,-1.7
CN(Cc1nccs1)C(=O)C1CCC(=O)N(CCc2ccc(Cl)cc2)C1 (stereo not given),7.1,-0.3,-3.5,-3.3,-3.6,-4.0,-1.6,-1.7,-5.9,4.9
Cc1cccc(NS(=O)(=O)c2cc([N+](=O)[O-])ccc2C)n1,6.8,0.1,-3.8,0.2,0.3,-6.6,-0.7,1.1,-1.2,1.8
Cc1cc(C)c(NC(=O)C2=CCN(S(=O)(=O)c3ccc(F)cc3)CC2)c(C)c1,2.3,4.6,3.2,7.3,-14.4,5.3,-0.6,-2.0,5.1,-3.2
Cn1c(=N)n(CC(=O)c2cccs2)c2ccccc21,0.5,0.9,-1.8,-9.2,-3.1,2.2,1.7,9.5,-0.9,-0.2
Cc1ccccc1NC(=O)c1ccccc1,1.9,0.3,8.2,1.7,-0.6,-1.8,-0.1,7.1,2.0,-1.0
Cc1sc(NC(=O)c2ccccc2)c(C(c2ccccn2)N2CCN(CCO)CC2)c1C (stereo not given),7.0,-0.3,5.1,7.1,-3.7,9.1,-1.9,13.4,4.3,3.5
Cc1ccccc1CC(=O)NC1CCCc2ccccc21 (stereo not given),-6.0,-4.3,4.9,3.6,1.8,6.6,1.2,0.9,-4.2,-4.1
CC(C)CN1C(=O)C[C@@]2(C(=O)N(C)c3ccc(NS(=O)(=O)C4CCCCC4)cc32)C1c1ccccc1 (stereo not given in full),.,6.0,.,6.5,0.3,0.1,.,2.6,2.6,-3.1
COc1ccc(C(=O)Nc2ccc3ccccc3n2)c(OC)c1OC,3.7,-2.2,0.5,-3.1,0.9,-7.6,0.1,-3.2,-3.0,2.1
COc1ccc(-c2nc3n(c(=O)c2C#N)CCS3)cc1,-0.1,-2.5,-0.5,-0.7,-11.3,-8.3,-0.7,-10.2,3.6,12.3

# Compound profiles (already shown). Screens in order: HTRA1 inhibitor, LEDGF integ inh, TCR-CD3 inh, Rev-erbA mod, TDP2 absorb, SIAE inh, PG9 Ab binder, mABHD4 FP, rCAG binder, PRMT1 inh
# COc1ccc(Cc2nc(-c3ccncc3)no2)cc1 in the list: -2.7, 0.0, 3.2, 0.3, 7.2, 4.3, -0.5, -5.0, -0.6, -2.3
# COCCCNC(=O)CSc1nc2cc3c(cc2c(=O)n1CCCC(=O)NCc1ccc(OC)cc1)OCO3 in the list: 3.6, -5.2, 3.5, 1.2, 3.5, 8.4, 1.4, -3.1, -3.0, -1.7

# New compounds follow:
SMILES,HTRA1 inhibitor,LEDGF integ inh,TCR-CD3 inh,Rev-erbA mod,TDP2 absorb,SIAE inh,PG9 Ab binder,mABHD4 FP,rCAG binder,PRMT1 inh
CCc1nnc2c(N(C)C)nc3ccccc3n12,8.2,4.7,2.0,11.8,-2.7,6.4,-1.4,-1.6,1.7,-3.9
COc1ccccc1NCC(=O)N/N=C(\C)c1ccc(Br)s1,1.0,-2.8,-0.9,0.0,0.7,-0.3,-3.6,5.4,-0.5,-1.1
CCn1c(=O)c2c3c(sc2n(C)c1=O)CCC3,-5.9,3.7,6.0,-6.0,-4.7,-1.1,1.6,1.5,1.8,0.0
COC(=O)c1ccc(COc2cccc(C)c2C)cc1,-2.4,2.4,-3.0,5.9,-3.0,5.2,-2.5,-5.4,-2.2,1.3
CSCCC(NC(=O)COc1ccccc1)C(=O)N1CCCC(C)C1 (stereo not given),8.9,1.7,7.0,2.8,5.6,-0.7,-0.6,-3.3,-5.9,-1.4
Cc1cc(C(=O)OC(C)C(=O)Nc2cccc(Cl)c2)on1 (stereo not given),7.4,-2.2,-2.2,4.8,-6.1,4.1,-1.3,-1.5,-6.6,4.6
CCCC(C(=O)NC1CCCC1)N(Cc1ccc(F)cc1)C(=O)c1snc(C(N)=O)c1N (stereo not given),-5.9,2.7,1.1,-7.7,-1.0,-1.2,-1.2,-7.9,-3.2,-1.1
CCNc1nc(Oc2ccc(Cl)cc2Cl)cc(C(F)(F)F)n1,-9.7,-0.1,4.7,-2.2,7.4,-2.2,-2.3,2.9,-1.4,-0.7
CCOC(=O)c1nn(C)c(=S)n(C)c1=O,2.8,-3.2,0.4,-7.9,4.1,-4.5,1.5,7.3,0.0,-0.5
Cc1c(C)c2ccc(OC(C)C(=O)NCCN3CCOCC3)c(C)c2oc1=O (stereo not given),0.4,1.3,2.6,0.7,-3.0,4.7,-0.7,2.5,-2.8,-6.8
COc1ccc(N(CC(=O)Nc2ccc3c(c2)OCCO3)S(=O)(=O)c2c(C)nn(C)c2C)cc1,-3.2,2.9,-2.9,2.4,0.6,5.7,-2.1,2.4,2.9,-3.3
NC(=O)c1ccc(Oc2ncc(C(F)(F)F)cc2Cl)cc1,-1.2,4.2,6.0,7.1,2.8,-2.5,-2.1,0.1,-0.9,1.9
COc1cccc(-c2nc3ccccc3c(=O)n2NC(=O)c2cccnc2Cl)c1,0.0,0.9,0.3,0.2,9.5,1.9,-2.2,-3.8,0.4,-0.2
COc1cc(O)c(C(CC(=O)N2CCOCC2)c2cc(OC)c(OC)c(OC)c2)c(OC)c1 (stereo not given),1.8,-1.1,3.5,-3.1,7.8,-5.4,0.3,0.3,-3.5,0.6
O=C(/C=C/c1ccccc1)Nc1cccc(C(=O)NCCCCc2ccccc2)c1,-108.2,0.1,44.5*,0.7,3.6,-150.5,0.1,-92.6,12.0,5.2
COc1ccc2cc(/C(C)=N/NC(=O)C3CC3)ccc2c1,-4.5,3.0,3.8,-6.9,5.6,0.0,-0.9,-0.9,-2.4,-5.9
COc1ccc(N(C)S(=O)(=O)c2c(C)[nH]c(=O)[nH]c2=O)cc1,-1.0,1.9,6.3,-0.5,6.0,-2.8,1.3,-4.6,1.8,-2.7
O=C(CSc1nc(C(F)(F)F)cc(=O)[nH]1)Nc1ccc2c(c1)OCCO2,-0.3,-2.5,-4.4,-0.5,8.5,0.3,-1.6,4.8,5.3,0.9
CC1=N/C(=C\c2ccccc2Cl)C(=O)O1,1.1,0.5,-3.5,-1.3,1.2,-3.3,-2.0,-3.8,0.3,-0.3
N#CCCN(C(=O)COC(=O)CNS(=O)(=O)c1ccc2ccccc2c1)c1ccccc1,-0.1,-3.9,-5.2,1.6,-1.3,22.7*,2.2,1.7,-0.9,2.9
CCOCCn1c(CN2CCN(CC)CC2)nc2c1c(=O)n(C)c(=O)n2C,1.1,-0.4,1.5,0.6,4.5,3.5,0.8,11.0,-1.9,3.8
O=C(CO/N=C/c1ccccc1OC(F)F)NCc1cccs1,-3.0,1.7,-6.3,1.9,-3.5,-5.7,-1.2,-1.2,-5.7,3.4

# The list is partial, so the mix of outcomes need not match the whole.
